TRPV1 agonist: activates the human vanilloid receptor TRPV1; Q8NER1; TRPV1-expressing cells, Fluo-8 calcium influx, agonist mode; activation, % at 8.33 µM; 320,000 tested, 0.19% active; AID 540275; in the data active = activation above about 80%; inconclusive = between about 30% and that limit; note: 0% is about no effect
Target sequence (Q8NER1 whole entry, looked up): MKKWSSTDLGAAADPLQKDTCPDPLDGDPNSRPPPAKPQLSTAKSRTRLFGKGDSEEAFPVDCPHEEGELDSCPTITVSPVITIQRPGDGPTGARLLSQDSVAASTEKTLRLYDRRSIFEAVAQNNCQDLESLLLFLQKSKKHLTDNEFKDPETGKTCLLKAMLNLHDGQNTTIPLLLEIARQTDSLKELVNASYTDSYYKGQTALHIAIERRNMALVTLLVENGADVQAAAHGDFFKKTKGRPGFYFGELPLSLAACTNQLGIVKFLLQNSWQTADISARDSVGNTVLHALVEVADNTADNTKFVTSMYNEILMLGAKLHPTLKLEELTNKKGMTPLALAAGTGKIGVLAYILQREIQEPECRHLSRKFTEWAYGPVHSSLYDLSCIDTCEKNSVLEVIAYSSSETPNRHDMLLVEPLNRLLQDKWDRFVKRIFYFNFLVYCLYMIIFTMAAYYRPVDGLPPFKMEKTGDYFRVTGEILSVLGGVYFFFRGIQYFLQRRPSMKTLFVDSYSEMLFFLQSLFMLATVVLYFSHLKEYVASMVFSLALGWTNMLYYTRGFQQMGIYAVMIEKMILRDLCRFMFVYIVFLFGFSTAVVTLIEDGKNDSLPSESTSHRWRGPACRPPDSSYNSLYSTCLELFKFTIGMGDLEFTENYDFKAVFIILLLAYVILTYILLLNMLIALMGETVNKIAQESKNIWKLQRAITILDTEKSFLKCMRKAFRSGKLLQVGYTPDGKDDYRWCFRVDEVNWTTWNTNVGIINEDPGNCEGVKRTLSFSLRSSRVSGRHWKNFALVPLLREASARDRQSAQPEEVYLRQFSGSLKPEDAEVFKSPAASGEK
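Fluo-8 calcium influx in TRPV1-expressing cells, kinetic read (ex 480/em 520 nm). Compound added and read 3 min for agonist activity, followed by capsaicin at EC20 final and 2 min further read for enhancement.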
FLuc counter: inhibits or activates purified firefly luciferase, miR-21 counter-screen. P08659. purified FLuc, Km substrates, luminescence inhibition. Potency, µM (series often up to 57.5 µM), inactives show top-dose activity change, negative = inhibition, most hits filed as inhibitors. 360,000 tested, 6.9% active;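 note: potency is the fitted concentration of half-maximal effect; plate controls were vehicle for no effect and reference inhibitor for full effect; nearly all actives have a fitted effect of over 55% in size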
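Biochemical qHTS of compounds, final roughly 60 µM downward over six points, against 10 nM purified firefly luciferase using Km concentrations of substrates (10 uM D-luciferin, 10 uM ATP) in Tris acetate pH 7.5 buffer; luminescence output.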
p53 reactivator: restores transcriptional activity of mutant p53 | H1299 p53-A138V BP100-luciferase reporter, luminescence, 24 h | Potency, µM (top dose mostly 92.2 µM), inactives show at the highest dose activity change, positive = activation, most hits filed as activators | 320,000 tested, 0.063% active; note: potency is the fitted concentration of half-maximal effect; % of control where 0% means no effect; nearly all actives have a fitted effect of over 45% in size
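p53-null H1299 cells stably carrying temperature-sensitive p53-A138V and a BP100-luciferase reporter were pinned with compounds (4-point, 1:5 series) and held 24 hrs at 37 deg C. Luminescence was read 10 min after detection reagent.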
Tb PFK block: inhibitors of T. brucei phosphofructokinase; O15648; 330,000 tested, 0.17% active; T. brucei PFK, ADP-Glo luminescence; AID 485367; Potency, µM (series often up to 57.5 µM), for the others: at the highest dose activity, negative = inhibition, usual class: inhibitors;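 note: potency is the fitted concentration of half-maximal effect; 0% = uninhibited 1x PFK enzyme wells and -100% = no-enzyme wells; nearly all actives have a fitted effect of over 60% in size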
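PFK 1.25 nM, F6P 0.5 mM, ATP 0.1 mM, 0.1 M TEA pH 8.0, 5 mM MgCl2, 0.01% Tween20, 0.1% BSA; 45 min RT. ADP-Glo readout. qHTS titration up to 57 uM; curves fitted, compounds curve-classed.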
ELG1 genotoxic: induces genotoxicity in HEK293T cells with luciferase-tagged ELG1; HEK293T ELG1-luciferase reporter, luminescence, 16 h; Potency, µM (titrated, usually from 46 µM), without a hit: at the top dose activity change, positive = activation, usual class: activators; 330,000 tested, 1.3% active; AID 504466; note: potency is the fitted concentration of half-maximal effect; % of control where 0% means no effect; nearly all actives have a fitted effect of over 60% in size
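16 hr compound incubation (37 °C, 5% CO2) of HEK293T cells carrying luciferase-tagged ELG1; luciferase then measured by ONE-Glo luminescence after 30 min at RT.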
RORg inh: blocks mouse ROR gamma transcriptional activity; P51450; Drosophila S2 Gal4-RORgamma UAS-luciferase reporter, 20 h; Potency, µM (highest dose often 53.6 µM), for the others: at the top dose activity change, negative = inhibition, hits mostly inhibitors; 310,000 tested, 5.4% active; AID 2551; note: potency is the fitted concentration of half-maximal effect; % is set by controls: 0 for no effect and ±100 for the full control effect; nearly all actives have a fitted effect of over 60% in size
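Compounds are pin-transferred onto Drosophila Schneider cells expressing a copper-inducible Gal4–ROR gamma transactivation domain fusion. After 1 hr, copper sulfate is added to 700 uM final; luciferase is read 20 hr later.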
VP16 counter: inhibits Gal4-VP16 luciferase reporter, ROR gamma counter-screen; Drosophila S2 Gal4-VP16 UAS-luciferase, luminescence, 20 h; Potency, µM (series often up to 53.6 µM), for inactives: at the top dose activity, negative = inhibition, hits mostly inhibitors; 310,000 tested, 3.5% active; AID 2546;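 note: Gal4-VP16 expression switched on by copper sulfate through the metallothionein promoter; potency is the fitted concentration of half-maximal effect; % is set by controls: 0 for no effect and ±100 for the full control effect; nearly all actives have a fitted effect of over 50% in size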
Rab9 prom act: activators of Rab9 promoter | Huh7 Rab9 promoter-luciferase reporter, luminescence, 24 h | Potency, µM (top dose mostly 9.22 µM), without a hit: at the highest dose activation, negative = inhibition, usual class: activators | 320,000 tested, 2.8% active | AID 485297; note: potency is the fitted concentration of half-maximal effect; % of control where 0% means no effect; nearly all actives have a fitted effect of over 60% in size
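Huh7 cells stably carrying Rab9 promoter–luciferase reporter, plated 1500 cells/well, compound added after 2 h and incubated 24 h at 37 °C; luciferase luminescence then read after 10 min with detection reagent.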
ELG1 repair inh: inhibitors of ELG1-dependent DNA repair in HEK293T cells; HEK293T ELG1-luciferase reporter, luminescence, 16 h; DNA damage induced by 5-fluorouridine; Potency, µM (top dose mostly 46.1 µM), without a hit: top-dose activity change, negative = inhibition, usual class: inhibitors; 330,000 tested, 2.3% active; note: potency is the fitted concentration of half-maximal effect; % is set by controls: 0 for no effect and ±100 for the full control effect; nearly all actives have a fitted effect of over 55% in size
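Cells (2,000 per well) received 5-fluorouridine plus test compound or DMSO and were incubated 16 hr at 37 °C, 5% CO2. Luciferase activity was read by luminescence 30 min after ONE-Glo addition; signal suppression marked inhibition of damage-induced ELG1 function.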
NPC1 promoter act: activates the NPC1 promoter | Huh7 NPC1 promoter luciferase reporter, 24 h | Potency, µM (series often up to 9.22 µM), without a hit: top-dose activation, hits mostly activators | 320,000 tested, 2.4% active | AID 485313;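 note: potency is the fitted concentration of half-maximal effect; % of control where 0% means no effect; nearly all actives have a fitted effect of over 60% in size; reporter is driven by a mutant NPC1 promoter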
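Cells: Huh7 expressing luciferase under the NPC1 promoter, 1500/well. Seeded 2 h, compound added, incubated 24 h at 37 °C. Luciferase reagent, 10 min ambient, then luminescence.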
BRCA1 expr up: activators of BRCA1 expression. MCF7-BRCA1-FFLuc reporter, luminescence, 48 h; response scale: scaled: vehicle 0%, 10 µM genistein 100%. Potency, µM (series often up to 46.1 µM), without a hit: top-dose activation, actives largely listed as activators. 380,000 tested, 1.1% active; note: potency is the fitted concentration of half-maximal effect; nearly all actives have a fitted effect of over 80% in size; some results filed as inactive show a strong effect at the top dose
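MCF7 cells carrying a BRCA1-firefly luciferase reporter (2000 cells/well, phenol-red free MEM) were attached for 2 h at 37 °C, then given compounds for 48 h. Luminescence was read 15 min after luciferase reagent; activity normalized to genistein (10 microM) and DMSO.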
* marks the source's active call; other numbers are inactive results; ? = inconclusive; / = not tested or not shown; [ ] = remark or other dose. Unless noted, calls come from the whole dose curve; as a rule, active = well fitted curve in the direction sought with a large enough effect; inconclusive = small, poorly fitted or top-dose-only effect, or another doubt; inactive = no such curve, though single readings can be large; an effect the other way counts as inactive or inconclusive.

SMILES	TRPV1 agonist	FLuc counter	p53 reactivator	Tb PFK block	ELG1 genotoxic	RORg inh	VP16 counter	Rab9 prom act	ELG1 repair inh	NPC1 promoter act	BRCA1 expr up
CCN1C(=O)[C@H]2[C@@H](c3ccc(SC4CCCCC4)cc3)N[C@@](CC(C)C)(C(=O)OC)[C@H]2C1=O	11	-1%	-2%	0%	-8%	/	/	-3%	-11%	-1%	-20%
C/C(=N\NC(=O)CCC(=O)O)c1c(-c2ccccc2)c2cc(Br)ccc2[nH]c1=O	-2	1%	2%	1%	-1%	2%	-3%	7%	0%	-2%	10%
Cc1cc(C(=O)N/N=C/c2c(CO)cnc(C)c2O)c2ccccc2n1	-4	-1%	26%	-9%	23%	-41%	-2%	3%	-7%	-12%	-25%
COc1ccc(NC2CCCN(C(=O)c3cccc(N(C)C)c3)C2)cc1 (stereo not given)	?	4%	/	2%	5%	-4%	-1%	-7%	39%	-7%	-6%
O=C(CCC(=O)Nc1ccccc1Cl)NNC(=O)c1ccccc1[N+](=O)[O-]	-5	-2%	10%	0%	2%	-24%	8%	-1%	5%	-1%	2%
Cc1cc(C)nc(N2CCCC(C(=O)Nc3nnc(C(C)C)s3)C2)n1 (stereo not given)	2	7%	-6%	3%	0%	?	-5%	-4%	1%	-5%	/
O=C(NC(=S)Nc1cccnc1)c1cccc(Br)c1	-1	?	10%	1%	6%	?	?	15%	14%	6%	29%
Cc1ccc(C(C)(C)C)cc1S(=O)(=O)N1CC(=O)Nc2ccccc21	8	-2%	-2%	1%	-5%	12%	-6%	4%	-2%	-6%	-25%
CC(C)(CN1CCc2ccccc2C1)NS(=O)(=O)c1ccccc1	0	0%	-1%	1%	-9%	-1%	6%	-9%	?	-2%	0%
CC(=O)Nc1ccc(S(=O)(=O)N(C)CC(=O)OCC(=O)N(C)C2CCS(=O)(=O)C2)cc1 (stereo not given)	9	0%	-1%	0%	-3%	/	/	2%	4%	1%	-24%
COc1cc(Cl)c(CNC[C@H]2O[C@@H](n3cnc4c(N)ncnc43)[C@H](O)[C@@H]2O)c(Cl)c1O	/	/	3%	0%	-3%	/	/	/	?	/	-38%
Cc1ccc(C)c(N2N=C(C(=O)Nc3nccs3)CCC2=O)c1	2	-4%	1%	-1%	0%	-44%	-7%	-1%	-8%	-6%	2%
CC1CC(C)(C)NC(=S)N1CC(=O)NCc1ccccc1Cl (stereo not given)	-1	5%	-1%	0%	-1%	?	?	-2%	0%	-3%	-27%
O=C(COc1ccc(Cl)cc1)Nc1ccc(C(=O)O)cc1NC(=O)COc1ccc(Cl)cc1	4	-19%	?	-4%	-1%	0%	-1%	18%	3%	1%	32%
CN(C)c1ccc(C(=O)NCc2ccc3c(c2)OCO3)cc1	0	?	/	-5%	11%	15%	17%	0%	35%	13%	41%
CC(=O)N1CCN(S(=O)(=O)c2ccc(C)cc2)C1C(C)C (stereo not given)	1	0%	0%	4%	0%	-2%	-1%	-2%	18%	-1%	-2%
CN1CCN(C(=O)Nc2cccc3ccccc23)CC1	0	0%	2%	-2%	-1%	1%	-5%	1%	0%	0%	-2%
C=CCN(c1ccc(C(=O)NC(C)C)cc1)S(C)(=O)=O	0	-2%	6%	-3%	-1%	19%	-2%	2%	14%	-2%	-1%
CCS(=O)(=O)Nc1ccc(C2=NN(S(C)(=O)=O)C(c3cccs3)C2)cc1 (stereo not given)	1	-4%	0%	6%	8%	26%	?	19%	?	7%	48%
CCN1CCN(c2ccc(S(=O)(=O)N3CCOCC3)cc2NC(=O)c2ccccc2SC)CC1	1	-2%	-2%	-4%	-2%	/	/	-2%	15%	-2%	-14%
CCCCc1nc(NCCO)c(C#N)c2c1CCCC2	14	4%	0%	-3%	-10%	41%	-2%	-21%	?	-11%	0%
O=C(CN1C(=O)c2ccccc2C1=O)N1CCN(c2nnc(-c3ccccc3)c3ccccc23)CC1	10	-2%	0%	4%	-4%	18%	-12%	-1%	-23%	0%	2%
Cc1[nH]c2ccccc2c1[C@H]1[C@@H](CC#N)C1(C)C	-19	3%	-14%	5%	-4%	19%	1%	15%	-1%	1%	-16%
CCN(CC)S(=O)(=O)c1cccc(C(=O)NCC2CCCO2)c1 (stereo not given)	-3	2%	0%	0%	1%	5%	-2%	23%	-28%	1%	12%
O=C(CSc1nc(NS(=O)(=O)c2ccccc2)cc(=O)[nH]1)Nc1cccc(C(F)(F)F)c1	5	1%	-10%	-22%	8%	-2%	-4%	8%	26%	-2%	-7%
The list goes on:
SMILES	TRPV1 agonist	FLuc counter	p53 reactivator	Tb PFK block	ELG1 genotoxic	RORg inh	VP16 counter	Rab9 prom act	ELG1 repair inh	NPC1 promoter act	BRCA1 expr up
CC(C)(C)C(=O)Cn1ncc(Cl)c(Cl)c1=O	4	-2%	-12%	3%	-14%	-109%	1%	-25%	?	-43%[inhibitor]	-85%[inhibitor]
CC(C)(C)OC(=O)NCCCCCNC(=O)c1nc[nH]c1C(=O)NCc1ccc(CNC(=O)OC(C)(C)C)cc1	/	/	1%	4%	-7%	/	/	/	6.5µM*	/	-76%
CCN(CC)S(=O)(=O)c1ccc(OC)c(NC(=O)C2CC(=O)N(c3ccc4c(c3)OCCO4)C2)c1 (stereo not given)	0	-6%	-7%	-1%	-7%	10%	-4%	11%	?	2%	-13%
COc1ccc(CN2C(=O)c3cccnc3C2O)cc1 (stereo not given)	0	-12%	8%	27µM*	1%	0%	9%	-1%	8%	-9%	-2%
COc1ccc(CCC(=O)N2CCN(C(=O)c3ccccc3)CC2)cc1	3	0%	0%	-2%	0%	-19%	4%	14%	9%	-2%	-2%
Cc1cc(C)nc(SCC(=O)N/N=C/c2ccc3c(c2)OCO3)n1	0	9.5µM*	9%	2%	?	27%	26%	28%	?	?	37%
COc1ccc(N(CC(=O)N2CCN(c3ccccc3)CC2)S(=O)(=O)c2c(C)noc2C)cc1	/	0%	-1%	-2%	-6%	0%	-6%	2%	-12%	-1%	-11%
O=c1c2ccc([N+](=O)[O-])cc2ncn1CCOc1cccc(Br)c1	-3	-6%	-1%	1%	-13%	-5%	8%	10%	18µM*	-4%	-13%
CN(CC(=O)Nc1ccccc1F)S(=O)(=O)c1ccc2c(c1)n(C)c(=O)c(=O)n2C	-1	-2%	-2%	-3%	1%	27%	-5%	0%	21%	0%	14%
Cc1nn(Cc2ccccc2)c(C)c1NC(=O)c1cc(-c2ccco2)on1	1	1%	-5%	-6%	-7%	26%	-7%	2%	?	-2%	0%
Cn1nnnc1SCC(=O)Nc1ccc(Oc2ccc(Cl)cc2)cc1	0	1%	-3%	-5%	-5%	45%	-4%	-2%	-9%	-3%	-1%
Nc1nc(NC(=O)c2cccc(S(=O)(=O)N3CCCCCC3)c2)nc(-c2ccccc2)n1	-3	2%	-1%	-3%	7%	?	?	-6%	-6%	-2%	-20%
COc1ccc(-n2c(C)c(C(C)=O)c3cc(OC(C)=O)ccc32)cc1	7	3%	5%	-4%	-11%	-25%	-12%	5%	0.82µM*	6%	1%
CCCCNC(=S)Nc1ccc(F)cc1	13	3%	-2%	-1%	-2%	13µM*	?	-2%	?	0%	3%
COc1ccc(N2CCN(C3CCCN(Cc4ccc(F)c(F)c4)C3)CC2)cc1 (stereo not given)	0	3%	/	1%	-2%	3%	8%	-7%	-9%	-4%	0%
COc1cc([N+](=O)[O-])ccc1NC(=O)/C=C\C(=O)O	-2	3%	-1%	5%	0%	-26%	-15%	3%	-11%	0%	5%
Cc1nc2ccc(NC(=O)NC(=O)c3c(Cl)cccc3Cl)cc2o1	3	?	10%	3%	3%	28%	-13%	24%	16%	0%	45%
C/C(=N\Nc1ccccc1)c1cc2ccccc2oc1=O	9	21µM*	0%	-3%	12%	-30%	?	25%	?	10%	-26%
CC(C)(C)OC(=O)C[C@@H]1C/C=C\C[C@@H](CC(=O)N(CCO)Cc2ccccc2)C(=O)N[C@H](C(C)(C)C)COC1=O	/	/	-3%	?	0%	/	/	/	?	/	-22%
COc1ccc(S(=O)(=O)N2CCOC2CNC(=O)C(=O)NCCCn2ccnc2)cc1OC (stereo not given)	-3	?	1%	1%	0%	3%	-2%	-4%	11%	-1%	4%
CCn1c(SCC(=O)NC2CCCCC2)nnc1C(C)NC(=O)c1ccccc1F (stereo not given)	5	0%	2%	-8%	-7%	5%	4%	1%	13%	-2%	9%

From PubChem

This is a random part of the collection, and some 15% of all compounds hit somewhere here.
